# Screening data deposited in PubChem BioAssay by several laboratories.
# KCNQ2 block = KCNQ2 potassium channel inhibitors, primary screen, cell-based, CHO-K1, FluxOR thallium flux, B-score (AID 2156); Potassium voltage-gated channel subfamily KQT member 2 (Rattus norvegicus), O88943; 20 min; hits give low values; B-score at 10 µM; 310,000 tested, 1.1% active;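 active means fluorescence ratio B-score at most minus 3 library SDs, with starting brightness B-score within 2 library SDs, cut at about -5.5 in these data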
# Target sequence (O88943 whole entry, looked up): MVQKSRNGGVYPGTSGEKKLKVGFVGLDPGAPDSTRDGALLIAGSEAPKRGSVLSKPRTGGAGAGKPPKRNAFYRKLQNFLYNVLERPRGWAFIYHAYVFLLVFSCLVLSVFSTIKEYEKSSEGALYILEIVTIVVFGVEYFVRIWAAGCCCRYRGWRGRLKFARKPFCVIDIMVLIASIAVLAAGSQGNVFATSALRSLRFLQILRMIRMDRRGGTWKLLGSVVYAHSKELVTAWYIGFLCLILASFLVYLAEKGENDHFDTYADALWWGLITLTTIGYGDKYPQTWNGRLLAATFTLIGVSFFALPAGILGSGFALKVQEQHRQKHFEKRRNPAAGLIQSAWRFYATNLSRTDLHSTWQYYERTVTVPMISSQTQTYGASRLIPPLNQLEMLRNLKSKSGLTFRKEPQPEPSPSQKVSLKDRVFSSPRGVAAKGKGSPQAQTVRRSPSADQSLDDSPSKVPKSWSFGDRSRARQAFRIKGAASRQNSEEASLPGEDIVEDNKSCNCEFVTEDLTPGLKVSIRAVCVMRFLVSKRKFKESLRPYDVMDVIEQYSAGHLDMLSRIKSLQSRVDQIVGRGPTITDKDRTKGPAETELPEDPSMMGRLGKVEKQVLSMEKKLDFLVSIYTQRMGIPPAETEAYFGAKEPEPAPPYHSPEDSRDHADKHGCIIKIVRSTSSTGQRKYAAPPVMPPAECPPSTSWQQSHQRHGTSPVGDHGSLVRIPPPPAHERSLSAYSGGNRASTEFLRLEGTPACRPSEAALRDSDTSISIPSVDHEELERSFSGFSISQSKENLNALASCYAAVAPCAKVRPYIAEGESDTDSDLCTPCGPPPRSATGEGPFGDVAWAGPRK
# STK33 inh = inhibitors of purified STK33 kinase, primary screen, biochemical, ADP-Glo luminescence, homogeneous, cell-free; Serine/threonine-protein kinase 33 (Homo sapiens), Q9BYT3; MBP phosphorylation; inhibition, % at 10 µM; 320,000 tested, 0.073% active; AID 2661, 2010;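 active means inhibition at or above 25%, using the most active replicate where run in duplicate; inactive means inhibition below 25%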
# OX1R FRET antag = antagonists of human orexin 1 receptor (OX1R). Orexin/Hypocretin receptor type 1 (Homo sapiens), O43613. OX1R-expressing cells, FRET antagonist read-out. inhibition, % at 6.6 µM. 330,000 tested, 1.8% active. AID 485270, 2010; in the data active means inhibition mostly above about 38%, no sharp cut-off; inactive means mostly below about 40%;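 further: 0% = agonist challenge alone and 100% = reference antagonist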
# * hit, by the source's call; i = inactive; x = no result given.
SMILES,KCNQ2 block,STK33 inh,OX1R FRET antag
O=C(CSc1ccc(F)cc1)Nc1ccccc1N1CCOCC1,i,-2.0,14.1
CCOc1ccc(/C=N/NC(=S)NC2CC3CC2C2C=CCC32)cc1 (stereo not given),i,-1.5,8.2
O=C(COC(=O)c1ccc2ncsc2c1)Nc1ccccc1Cl,x,-1.5,4.3
COc1ccc(N=C2SCC(c3ccc([N+](=O)[O-])cc3)=NN2CCO)cc1,i,-1.3,4.5
N#Cc1cc2c(nc1SCc1cccnc1)CCCC2,i,x,18.2
O=C(N/N=C/c1ccoc1)c1ccc(Cl)cc1,i,-0.1,17.8
Cc1cc(C)c(C(=O)COC(=O)Cn2nc(-c3ccccc3)oc2=O)cc1C,x,-1.4,2.8
Cc1cccc(-c2nc(CS(=O)CC(=O)NCCc3ccc(Cl)cc3)c(C)o2)c1 (stereo not given),i,1.0,15.5
COCCN1CSC(=S)N(Cc2ccco2)C1,i,-0.8,12.3
CN(c1ccccc1)S(=O)(=O)c1cccc(NC(=O)c2cc3ccccc3oc2=O)c1,i,-0.5,9.3
O=C(COC(=O)COc1ccccc1)Nc1ccc(Br)cc1Br,x,0.2,4.9
NC(=O)CSc1nnc(Cc2csc(Nc3ccccc3)n2)n1Cc1ccccc1,i,-1.7,22.1
O=C(O)C1CCCN(S(=O)(=O)c2ccc(-c3ccc(=O)[nH]n3)s2)C1 (stereo not given),i,-1.3,29.2
CCNc1nc(NCC)nc(Oc2ccc(N)cc2)n1,i,-16.2,4.9
Cc1sc2ncnc(-n3nnc4ccccc43)c2c1C,i,-1.4,10.2
COc1cc(C(=O)NCc2ccco2)c(Br)c(OC)c1OC,i,-1.4,3.3
CCOC(=O)CNC(=O)c1ccc(Cl)s1,i,-1.7,13.5
O=C(NCc1nc2ccccc2[nH]1)C1=C[C@@H](c2csc3ccccc23)C[C@@H](OCc2ccc(CO)cc2)O1,i,-2.2,12.7
CCCCN(C)CC(O)Cn1cc(/C=C/C(=O)c2ccc(OCC)cc2)c2ccccc21 (stereo not given),-6.74*,1.4,0.1
CCOC(=O)c1ccc(NC(=S)N2CCSC2c2c(F)cc(F)cc2F)cc1 (stereo not given),i,-2.3,2.0
[O-]c1c[n+](-c2ccc(-[n+]3cc([O-])on3)cc2)no1,i,-1.3,50.2
O=C(c1ccc(C(F)(F)F)cc1)C1CCCN(C(=O)c2csnn2)C1 (stereo not given),i,-2.1,12.3
CS(=O)(=O)N(CC(=O)N1CCN(Cc2ccccc2)CC1)c1ccc(F)cc1,i,0.0,1.0
CC(=O)Nc1ccc(N2C(=O)c3cccc(NC(C)=O)c3C2=O)cc1,i,-1.0,14.3
O=C(Cn1cnc2ccccc2c1=O)Nc1nnc(SCc2ccc(Cl)cc2)s1,i,-0.2,7.3
COc1ccc(NC(=O)C2(S(=O)(=O)c3ccc(C)cc3)CC2)cc1OC,i,1.1,11.7
CC12CCC(C(=O)Nc3ccccc3N3CCOCC3)(CC1=O)C2(C)C (stereo not given),i,-1.6,19.0
Cc1ccc(NC(=S)NCCc2c[nH]c3ccccc23)c(C)c1,i,-0.7,12.4
COc1ccc(C2=NOC(C(=O)Nc3cccc(O)c3)C2)cc1 (stereo not given),i,0.4,4.9
O=C1CS/C(=N/N=C/c2c[nH]c3ccccc23)N1,i,-0.5,1.3
Cc1cccc(C(=O)NNC(=O)c2ccc(O)cc2)c1,i,-0.6,-7.0
Cc1ccc(C(=O)CCC(=O)Nc2ccccc2C)cc1C,i,-9.5,x
CCn1c(=O)cc(SCC(=O)NCCN2CCN(Cc3ccccc3)CC2)c2ccccc21,i,0.4,7.0
C=CC[C@@H](CC(=O)N[C@H](CO)Cc1ccccc1)C(=O)N[C@H](C)COC(=O)[C@@H](CC=C)CC(=O)OC(C)(C)C,x,-0.4,11.9
Cc1nn(-c2ccccc2)c2nc(C(Cl)(Cl)Cl)[nH]c(=O)c12,i,-0.6,44.5
CCC1Sc2ccccc2N(CC(=O)NCCC(C)C)C1=O (stereo not given),i,-0.4,13.0
COc1ccc(Nc2nnc(SCC(=O)Nc3ccc4[nH]c(=O)[nH]c4c3)s2)cc1,i,-1.0,3.7
O=C1NC(Cc2ccccc2)C(=O)N1Cc1cc([N+](=O)[O-])cc2c1OCOC2 (stereo not given),i,-0.6,23.7
CC(=O)N1CCN(S(=O)(=O)c2cccc(C(=O)NC3CCC(C)CC3)c2)CC1 (stereo not given),i,0.7,2.5
Cc1ccc(NC(=O)CSc2nc(O)cc(=O)n2-c2ccc(C)cc2)cc1,i,5.0,10.4
CC(=O)Nc1cccc(C(=O)OCCCOc2ccc(F)cc2)c1,i,-0.2,14.4
N/C(=N/OC(=O)c1ccc(Cl)cc1)c1ncc([N+](=O)[O-])s1,i,-1.0,5.4
O=C(O)c1cccc2c1/C(=N/O)c1ccccc1-2,i,4.5,14.8
Cn1c(/C(C#N)=C/c2ccc(O)cc2)nc2ccccc21,i,3.5,6.1
CC1(C(=O)Nc2ccc(S(=O)(=O)Nc3ncccn3)cc2)CCCC1,x,0.3,5.0
CC(C)(C)c1nc(Sc2ccc([N+](=O)[O-])cn2)n[nH]1,i,-0.7,31.7
Cc1nn(S(=O)(=O)c2ccc([N+](=O)[O-])cc2)c(C)c1Sc1ccccc1,i,-0.9,10.5
COc1cccc(C2c3c(oc4ccc(F)cc4c3=O)C(=O)N2CCN2CCOCC2)c1OC (stereo not given),i,-0.9,5.9
Fc1ccccc1N1CCN(c2nc3ccccc3n3nnnc23)CC1,i,-1.9,14.1
COc1cc(/C=N/NC(=O)c2cc(-c3cccn3C)n[nH]2)cc(OC)c1OC,i,0.6,5.0
O=c1c2[nH]c3ccc(Cl)cc3c2ncn1CCN1CCCCC1,i,-2.0,25.1
Cn1c(SCC(=O)Nc2ccccc2F)nnc1-c1cccnc1,i,0.7,12.2
CCOC(=O)/C(=N\Nc1ccccc1Cl)N1CCN(Cc2ccccc2)CC1,i,-0.5,15.4
Cc1ccccc1OCC(=O)N=Nc1c(O)n(C)c2ccccc12,i,0.8,24.8
CCn1cc(S(=O)(=O)NCCc2ccccc2OC)cn1,i,-0.1,8.9
COc1ccc(Cc2nc(-c3ccc(Br)o3)no2)cc1OC,i,1.3,19.3
COc1ccc(-n2c(SCC(N)=O)nnc2-c2cccnc2)cc1,i,-3.3,10.7
CCOC(=O)N1CCC(N2CCN(S(=O)(=O)c3ccc([N+](=O)[O-])cc3)CC2)CC1,i,-0.7,53.7*
COC(=O)[C@@]12CCCCN1[C@H](c1ccc(-c3ccc(F)cc3)cc1)[C@@H]1C(=O)N(C)C(=O)[C@@H]12,i,1.2,22.3
CCCCC(NC(=O)c1cccc(Br)c1)C(=O)O (stereo not given),i,-1.1,8.1

# Marked active in OX1R FRET antag (from the list above):
SMILES,KCNQ2 block,STK33 inh,OX1R FRET antag
CCOC(=O)N1CCC(N2CCN(S(=O)(=O)c3ccc([N+](=O)[O-])cc3)CC2)CC1,i,-0.7,53.7*

# Later entries
SMILES,KCNQ2 block,STK33 inh,OX1R FRET antag
N#Cc1nc(COc2ccc(F)cc2)oc1N1CCCC1,i,-1.2,20.6
CCC1Oc2ccccc2N(CC(=O)NC2CCCCC2)C1=O (stereo not given),i,0.5,12.7
COC(=O)c1cc2oc(C)cc2n1CC(=O)N(C)c1ccccc1,i,-1.7,8.1
Cc1ccc(N(C(=O)CCC(=O)Nc2cc(C)on2)C(C(=O)NC2CCCC2)c2ccncc2)cc1 (stereo not given),i,-0.8,0.4
O=C(/C=C/c1ccc(OCCCF)cc1)N1CCN(Cc2ccccc2)CC1,i,-0.5,12.1
Cc1cccc(NC(=O)CSc2nnc(CNC(=O)c3cccs3)o2)c1C,i,-1.0,0.7
CC(Oc1ccccc1)C(=O)NCc1cccnc1 (stereo not given),i,-1.4,15.9
Cc1cc(NS(=O)(=O)c2cc(Cl)sc2Cl)no1,i,-2.2,-4.9
CC1CN(C(c2ccco2)c2sc3ncnn3c2O)CC(C)O1 (stereo not given),i,0.1,7.4
COc1ccccc1NC(=O)COc1ccc2c(c1)OCO2,i,-1.8,30.9
COc1ccc(C2CC(C(F)(F)F)n3ncc(C(=O)Nc4c(C)n(C)n(-c5ccccc5)c4=O)c3N2)cc1 (stereo not given),i,0.4,29.3
O=C(NCCO)Nc1ccc(Cl)cc1,i,0.7,1.9
Cc1ccc(S(=O)(=O)NNC(=O)c2csnn2)cc1,i,-1.4,10.8
CCn1cc(/C=N\NC(=O)Cc2ccc(Cl)cc2)cn1,i,-1.8,13.6
CCCCn1c(N)c(N(CCOC)C(=O)c2nn(CC)c(=O)c3ccccc23)c(=O)[nH]c1=O,i,-0.6,26.9

# Random excerpt: three records from the list
SMILES,KCNQ2 block,STK33 inh,OX1R FRET antag
COC(=O)c1cc2oc(C)cc2n1CC(=O)N(C)c1ccccc1,i,-1.7,8.1
CC1CN(C(c2ccco2)c2sc3ncnn3c2O)CC(C)O1 (stereo not given),i,0.1,7.4
O=C(NCCO)Nc1ccc(Cl)cc1,i,0.7,1.9

# (cont.)
SMILES,KCNQ2 block,STK33 inh,OX1R FRET antag
CC(C)Oc1cccc(C(=O)C2CCCN(C(=O)c3cc(C(F)(F)F)[nH]n3)C2)c1 (stereo not given),i,0.3,16.6
CC(Oc1cccc(Cl)c1)C(=O)N(C)CC(=O)Nc1ccc(N2CCOCC2)cc1 (stereo not given),i,-1.2,18.1
Cc1cc(=O)oc2c(C(=O)c3ccccc3)c(OCC(N)=O)ccc12,i,1.0,14.0
O=C(NC1CCCC1)c1cccc2c1C(=O)c1ccc(N3CCCCC3)cc1S2(=O)=O,x,0.4,4.4
COc1ccccc1-c1nnc(SCC(=O)NC2CCS(=O)(=O)C2)n1N (stereo not given),i,-0.3,1.1
COc1ccccc1OCCN1CSC(=S)N(C)C1,i,-0.2,12.5
COc1ccc(N(CC(=O)NC2CCCC2)C(=O)CCC(=O)Nc2cc(C)on2)cc1OC,i,-1.7,12.6
O=C(CC(=O)c1cccc([N+](=O)[O-])c1)Nc1ccccc1Cl,i,-1.1,12.1
O=C(/C=C/c1ccccc1)NC1CCCc2ccccc21 (stereo not given),i,-0.4,7.7
O=C(O)c1cnn(-c2nc(-c3ccc(Cl)c(Cl)c3)cs2)c1C(F)(F)F,i,1.2,15.1
Cc1nn(C)c(C(=O)N2CCN(C(=O)c3ccco3)CC2)c1Br,i,-2.3,7.9
Nc1ccc(-c2cc(-c3ccc(N)cc3)nc(-c3ccccc3)n2)cc1,i,0.3,11.0
CC1CN(CCc2ccccc2)c2nc3c(c(=O)[nH]c(=O)n3C)n2C1 (stereo not given),i,0.9,0.2
Cc1ccc(C)c(CSc2nnc(-c3cccnc3)n2N)c1,i,-0.4,3.1
Cc1ccc2c(c1)N(CC(=O)NCCCN1CCCCC1)C(=O)c1cccnc1O2,i,-0.8,3.9
Nc1nonc1C(=O)N/N=C/c1ccc(-c2cccc([N+](=O)[O-])c2)o1,i,-1.5,22.7
COc1ccc(Cl)cc1NC(=O)CN(C)C(C)C(=O)NC(=O)NC1CCCCC1 (stereo not given),i,-1.2,11.3
O=C(NC1CCCC1)c1ccc(S(=O)(=O)N2CCOCC2)cc1,i,-0.6,20.6
Cc1oc(-c2cccc(Cl)c2)nc1CN1CCC(C(=O)NCc2ccco2)CC1,i,-1.1,7.0
COc1ccc(C(C)=O)cc1CSc1nc2cc(Cl)ccc2o1,i,2.0,8.9
CSc1cccc2sc(NC(=O)C3=COCCO3)nc12,i,-3.5,5.5
O=C(CCN1C(=O)C2CC=C(Cl)CC2C1=O)NC1CCCCC1 (stereo not given),i,1.0,12.8
O=C1NC(CCc2ccccc2)C(=O)N1Cc1ccc(Br)cc1 (stereo not given),i,-0.8,14.1
CC(C)(C)C(=O)NC(=S)Nc1ccccc1C(N)=O,i,-0.3,11.4
COc1ccccc1CNC(=O)CN(c1ccc(C)cc1)S(=O)(=O)c1c(C)nn(C)c1C,i,-0.8,38.2
Cc1ccc(S(=O)(=O)NNC(=O)c2snnc2C)cc1,i,-0.9,24.6
CCOc1cc(C)c(C(C)C)cc1S(=O)(=O)N1CCN(C)CC1,i,0.2,12.8
CCOC(CNC(=O)C(=O)Nc1cc2c3c(c1)CC(=O)N3CCC2)OCC,i,0.1,6.7
O=C(CS(=O)(=O)c1cn(CC(=O)N2CCCC2)c2ccccc12)Nc1ccccc1F,i,-0.5,7.7
COc1ccccc1C(=O)Nc1ccc2c(c1)CN(C(=O)CSC)CC2,i,7.8,9.7
CCc1nnc(NC(=O)CSc2nc3c(c(=O)n2C)SC(C)C3)s1 (stereo not given),i,4.1,12.1
COc1ccc(CC2S/C(=N/N=C/c3ccc(O)cc3)NC2=O)cc1 (stereo not given),i,-2.3,16.1
O=C(CCC1CCN(Cc2ccccc2O)CC1)NC1CC1,i,x,4.5
COc1ccc(OC)c(Nc2nc(-c3ccc(O)c(O)c3)cs2)c1,i,-0.5,5.8
COCCCNC(=O)COc1cc(C)c(Cl)c(C)c1,i,0.3,10.7
CC(C)CCN(C(=O)C1CSC2(C)CCC(=O)N12)c1c(N)n(Cc2ccccc2)c(=O)[nH]c1=O (stereo not given),i,2.2,4.6

# Molecules shown so far containing a tert-butyl group (3):
SMILES,KCNQ2 block,STK33 inh,OX1R FRET antag
C=CC[C@@H](CC(=O)N[C@H](CO)Cc1ccccc1)C(=O)N[C@H](C)COC(=O)[C@@H](CC=C)CC(=O)OC(C)(C)C,x,-0.4,11.9
CC(C)(C)c1nc(Sc2ccc([N+](=O)[O-])cn2)n[nH]1,i,-0.7,31.7
CC(C)(C)C(=O)NC(=S)Nc1ccccc1C(N)=O,i,-0.3,11.4
